# M5 ag = human M5 muscarinic receptor agonists, primary screen, CHO-K1 cells, Fluo-8 calcium fluorescence | AID 624037, 2012 | 0.19% of 360,000 active | activation, % at 3 µM | CHO-K1 hM5 cells; 0% DMSO wells, 100% maximal acetylcholine response | Muscarinic acetylcholine receptor M5 (Homo sapiens), P08912;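 active = activation above the run's mean over test compounds plus 3 SD, cut at about 23% in these data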;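 also: signal is peak over basal fluorescence ratio across the kinetic read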
# CHRM4 antagonist = human M4 muscarinic receptor antagonists, primary screen, CHO cells, Fluo-8 calcium fluorescence; Muscarinic acetylcholine receptor M4 (Homo sapiens), P08173; inhibition, % at 3 µM; 0.73% of 360,000 active; CHO-hM4 cells, ACh EC80;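 active = inhibition above its plate's cutoff, the mean inhibition of sample wells plus 3 SD, cut at about 27% in these data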;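 also: 0% = acetylcholine EC80 with DMSO and 100% = DMSO without agonist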
# M1 ag = human M1 muscarinic receptor agonists, primary screen, Fluo-8 calcium fluorescence, CHO-K1 cells, HTS | Muscarinic acetylcholine receptor M1 (Homo sapiens), P11229 | CHO-K1 hM1, agonist mode; 0% DMSO, 100% acetylcholine EC100 | activation, % at 3 µM | 0.33% of 360,000 active;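 active = activation above the run's mean compound activation plus 3 SD, cut at about 16% in these data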;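 also: peak over basal fluorescence ratio within a 140 s kinetic read after compound addition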
# CHRM1 antagonist = human M1 muscarinic receptor antagonists, primary screen, CHO-K1 cells, Fluo-8 calcium fluorescence, 1536-well. Muscarinic acetylcholine receptor M1 (Homo sapiens), P11229. CHO-K1 hM1, ACh EC80 antagonist. inhibition, % at 3 µM. 1.3% of 360,000 active. AID 588852, 2011;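 active = percent inhibition above its own plate's cutoff, namely the mean of that plate's compound wells plus 3 SD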;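 also: peak over basal fluorescence ratio during 140 s after agonist addition; 0% = ACh EC80 plus DMSO and 100% = DMSO alone without agonist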
# CHRM5 antagonist = human M5 muscarinic receptor antagonists, primary screen, CHO cells, Fluo-8 calcium fluorescence; Muscarinic acetylcholine receptor M5 (Homo sapiens), P08912; CHO-hM5 cells, ACh EC80; inhibition, % at 3 µM; 0.59% of 360,000 active; AID 624040, 2012;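 active = inhibition above a per-plate cutoff, the mean of that plate's test compounds plus 3 SD, cut at about 27% in these data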;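 also: 0% = acetylcholine EC80 with DMSO and 100% = DMSO without agonist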
# M4 ag = human M4 muscarinic receptor agonists, primary screen, CHO-K1 cells, Fluo-8 calcium fluorescence; Muscarinic acetylcholine receptor M4 (Homo sapiens), P08173; CHO-K1 hM4/Gqi5; vehicle 0%, full acetylcholine response 100%; activation, % at 3 µM; 0.14% of 360,000 active; AID 624127, 2012;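 active = activation above the run mean over all test wells plus 3 SD, cut at about 32% in these data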;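 also: peak over basal fluorescence ratio per well then scaled between controls; 0% = DMSO wells and 100% = acetylcholine at EC100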
# CHRM5 PAM = human M5 muscarinic receptor positive allosteric modulators, primary screen, CHO-K1 cells, Fluo-8 calcium fluorescence; Muscarinic acetylcholine receptor M5 (Homo sapiens), P08912; CHO-K1 hM5, ACh EC20 PAM; 0% = ACh EC20, 100% = ACh EC100; activation, % at 3 µM; 0.3% of 360,000 active;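 active = activation above the run cutoff, the mean activation of all test compounds plus 3 SD, cut at about 18% in these data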
#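 Assay system: CHO-K1 hM5 cells. Also added: acetylcholine at EC20 concentration, added after compound. Dosing: 3 µM, single dose. Times: compound preincubation 140 s before EC20 acetylcholine addition. Signal: Fluo-8 calcium fluorescence. Measure: % activation relative to EC20 and EC100 ACh responses. Repeats: singlicate, one well per test compound.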
# TAAR1 ag = human TAAR1 agonists, primary screen, Fluo-8 calcium fluorescence, CHO RD-HGA16 cells | Trace amine-associated receptor 1 (Homo sapiens), Q96RJ0 | vehicle wells 0%, saturating PEA agonist 100% | activation, % at 3 µM | 0.99% of 360,000 active | AID 624467, 2012;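 active = activation above the mean activation of all test compounds in the run plus 3 SD, cut at about 38% in these data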
# Target sequence (Q96RJ0 whole entry, looked up): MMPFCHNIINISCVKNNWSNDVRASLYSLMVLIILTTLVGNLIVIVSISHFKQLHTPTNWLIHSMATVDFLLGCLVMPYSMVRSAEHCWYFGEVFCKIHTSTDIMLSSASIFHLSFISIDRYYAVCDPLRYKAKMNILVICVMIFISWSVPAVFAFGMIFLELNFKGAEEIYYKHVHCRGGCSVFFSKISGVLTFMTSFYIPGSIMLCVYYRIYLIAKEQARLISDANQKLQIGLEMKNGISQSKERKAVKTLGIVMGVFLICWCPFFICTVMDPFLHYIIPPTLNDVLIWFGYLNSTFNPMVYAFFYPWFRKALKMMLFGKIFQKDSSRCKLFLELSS
#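 Benchmarks: low control DMSO, high control PEA (EC100); System: CHO RD-HGA16 cells carrying human TAAR1 plus Gα16; Detection: Fluo-8 fluorescence, 5 s baseline then 140 s kinetic read; Schedule: 17-24 h plating, Fluo-8 75 min 37 °C, 30 min RT; Read-out basis: % activation from peak over basal fluorescence ratio, DMSO-to-PEA scaled.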
# M1 PAM = human M1 muscarinic receptor positive allosteric modulators, primary screen, CHO-K1 cells, Fluo-8 calcium fluorescence, 1536-well | CHO-K1 hM1, ACh EC20; 0% = ACh EC20, 100% = maximal ACh | activation, % at 3 µM | 0.088% of 360,000 active | AID 588819, 2011; in the data active = activation above about 19%, passing the limit was not always enough
# The depositor's hits bear a star; nt = no result given. The list is partial; count on the stated rates, not on these rows.
# Each structure is followed by: M5 ag	CHRM4 antagonist	M1 ag	CHRM1 antagonist	CHRM5 antagonist	M4 ag	CHRM5 PAM	TAAR1 ag	M1 PAM
1: O=C(OCCn1cncn1)c1cc2ccccc2oc1=O
→ 0	-9	-5	-4	1	3	-1	6	4
2: CCOc1ccccc1N(C)C(=O)c1cn(C)c(=O)c2ccccc12
→ -3	-6	0	0	9	0	-6	4	1
3: CCOC(=O)C1CCN(C(=O)C2CCN(c3ncnc4c3nc3n4CCCCC3)CC2)CC1
→ 1	0	-2	-18	-8	4	7	0	9
4: CCN(CC)CCCNc1nnc(C)c(=O)[nH]1
→ -7	-1	-6	-16	-1	0	-1	7	10
5: CC(NS(=O)(=O)c1ccccc1)C1CC2CCC1C2 (stereo unspecified)
→ -1	-6	-2	-14	7	2	-3	2	11
6: Cc1cccc(-c2nc3cc([N+](=O)[O-])ccc3o2)c1
→ 3	0	-4	-13	5	3	2	5	8
7: Cc1ccc(Cn2ccc(NC(=O)c3nn(C)cc3[N+](=O)[O-])n2)cc1
→ 0	-1	-5	1	-6	0	6	0	9
8: COc1cc(NC(=O)CSc2ncnc3sc4c(c23)CCC(C)C4)c(C(=O)O)cc1OC (stereo unspecified)
→ -5	-7	-4	-4	-1	2	1	-3	4
9: COc1cccc2sc(NNC(=O)COc3ccccc3)nc12
→ 1	2	-4	-1	7	3	0	5	10
10: N/C(Cc1ccc(Cl)cc1Cl)=N\OC(=O)Cc1ccccc1
→ 1	-5	-10	-10	3	-2	1	0	8
11: Cc1cccc(NC(=O)CC2C(=O)NCCN2C(=O)Nc2ccc(Cl)cc2)c1 (stereo unspecified)
→ -2	9	-2	0	3	2	-4	3	0
12: Nc1nc(N2CCCCC2)c2ncn(C3OC(CO)C(O)C3O)c2n1 (stereo unspecified)
→ 0	-4	-2	-18	13	1	4	4	10
13: COc1ccc(-n2nc(C(=O)NCC(=O)N3CCCCCC3)c3ccccc3c2=O)cc1
→ 0	-16	-2	4	-1	10	-4	2	-4
14: O=C(N/C(=C\c1ccccc1)C(=O)N1CCOCC1)c1ccco1
→ -2	6	-4	-14	3	1	3	5	15
15: O=C(CCCN1C(=O)CCC1=O)Nc1ccc(Cl)c(C(F)(F)F)c1
→ 4	-1	-1	1	-3	4	-3	4	-7
16: COc1cccc(N(C(=O)c2cnccn2)C(C(=O)NC2CCCCC2)c2ccc(Cl)cc2)c1 (stereo unspecified)
→ -9	-4	-1	-15	-3	0	7	19	12
17: O=c1cc(N2CCN(c3ccccc3)CC2)[nH]c(=O)n1-c1ccccc1
→ -5	-11	-5	-7	-4	1	2	nt	9
18: O=C(Nc1ncc([N+](=O)[O-])s1)c1ccco1
→ -2	-8	3	-4	24	4	-15	6	3
19: O=C(Cc1ccc(Cl)cc1)NNC(=O)C1CC=CCC1C(=O)O (stereo unspecified)
→ -5	6	2	-16	-4	1	3	-1	11
20: COc1ccccc1NC(=O)C1CCN(S(=O)(=O)c2cccs2)CC1
→ 1	2	-3	-4	11	2	3	4	12
21: Cc1ccc2c(c1)CCCN2C(=O)CCc1nc2ccccc2c(=O)[nH]1
→ 7	0	2	-10	-1	3	-6	6	5
22: Cc1cccc(NC(=O)CN2CCN(C(=O)C3CCC3)CC2)c1C
→ 2	5	-3	-10	14	1	3	10	8
23: O=C(CSc1nnc(-c2ccc(C(F)(F)F)cn2)s1)c1ccccc1
→ -2	3	-2	-13	4	1	4	3	16
24: COc1cccc(NS(=O)(=O)NC(=O)c2c(C)[nH]c3ccccc23)c1
→ 0	12	-3	-3	7	0	-2	0	0
25: Cc1ccc(S(=O)(=O)NC(Cc2c[nH]c3ccccc23)C(=O)O)cc1 (stereo unspecified)
→ -3	1	-1	-4	-1	0	3	2	8
26: O=S(=O)(Nc1ccccn1)c1ccc(Cl)cc1
→ -4	3	-4	-8	5	0	4	0	7
27: CC(=O)c1ccc(NC(=O)CSc2ccc(-c3ccco3)nn2)cc1
→ 0	2	-3	-10	6	10	-11	1	4
28: COc1ccccc1Cc1c(-c2ccc(OC)c(OC)c2)nc2c3ccccc3ccn12
→ -5	8	-6	-7	9	4	-13	-1	-5

# Assay outcomes as filed in PubChem BioAssay.
